Salmonella PhoP GFP – PhoP-dependent GFP reporter repression – Salmonella Typhimurium, primary screen (AID 1863); S. Typhimurium PhoP-regulated promoter GFP reporter, 4 h; higher % means a stronger effect; inhibition, % at 50 µM, or IC50 in µM where a hit was titrated; 0.16% of 300,000 active;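 active = inhibition over 29.93%, a cutoff 3 SD above the screen mean, later confirmed by dose response; inconclusive = inhibition over 29.93% but no dose response follow-up; inactive = inhibition at most 29.93% or unconfirmed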;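 note: 0% = low Mg2+ inducing control and 100% = high Mg2+ repressing control; strong numbers were not always called active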
Yfh1-off respiration – enhancers of respiration in Yfh1-depleted yeast, dose response, Friedreich's ataxia, plus single-dose screen (AID 1465). S. cerevisiae Yfh1-off respiration, WST-1 reduction, 72 h; higher fold induction means a stronger effect. one-dose fold induction at 50 µM; EC50 in µM for titrated hits. 0.074% of 220,000 active;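 active = fold induction of absorbance versus untreated yeast above a set limit, then at least 30% activation at any dose in follow-up; inconclusive = repeats straddling the limit, or above it without dose testing; inactive = fold induction below the set limit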;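 note: activators that raise dye reduction in frataxin-depleted yeast; strong numbers were not always called active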
SIAH1 antagonists – blockers of Siah-1 interaction with plectin peptide – biochemical, fluorescence polarization, rhodamine-plectin, uHTS, primary screen (AID 1817); Siah-1 / rhodamine-plectin peptide fluorescence polarization; higher % means a stronger effect; displacement, % at 20 µM, or IC50 in µM where a hit was titrated; 0.02% of 290,000 active;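 active = displacement of at least 50% at 20 µM, with a fluorescence ratio check between 0.3 and a set limit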;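 note: plate controls were Siah plus tracer with DMSO for no effect and tracer alone without Siah for full effect; strong numbers were not always called active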
human PMI inhibitors – MPI inhibition at elevated mannose 6-phosphate – biochemical, fluorescence intensity, high mannose 6-phosphate, primary screen (AID 1220) | 0.66% of 190,000 active | inhibition, % at 20 µM; hits with a dose series show IC50 in µM | recombinant PMI enzyme, coupled fluorescence intensity; higher % means a stronger effect; in the data active = inhibition above about 50%
West Nile antiviral – inhibition of WNV-induced cytopathic effect – cell-based, CPE readout (AID 1621); CPE inhibition, % at 10 µM, or IC50 in µM where a hit was titrated; 0.02% of 290,000 active; West Nile virus-infected cells, CPE inhibition; higher % means a stronger effect; in the data active = a potency from the dose series; inconclusive = CPE inhibition mostly from about 3.7% at the one dose, without a potency; inactive = the rest, 99 in 100 with CPE inhibition below about 2.2%; note: strong numbers were not always called active
XIAP displacement – XIAP antagonists, biochemical, IAP family, fluorescence polarization (AID 1018). XIAP BIR domain, fluorescence polarization peptide displacement; higher % means a stronger effect. displacement, % at 20 µM; hits with a dose series show IC50 in µM. 0.007% of 200,000 active; in the data active = displacement above about 50%; note: a part of the inactive calls stands beside numbers as strong as those of hits
P. falciparum M1AAP – P. falciparum M1AAP inhibitors, biochemical, fluorogenic H-Leu-NHMec substrate, 1536-well (AID 1445) | inhibition, % at 30 µM, or IC50 in µM where a hit was titrated | recombinant M1AAP, H-Leu-NHMec fluorogenic kinetic assay; higher % means a stronger effect | 0.42% of 220,000 active;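 active = primary inhibition above the hit cutoff, then over 50% inhibition at one or more dose response concentrations, cut at about 23% in these data, passing the limit was not always enough; inconclusive = conflicting primary data, or primary hits not chosen for dose response; inactive = low primary inhibition, or under 50% at every dose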;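 note: plate controls were DMSO full reaction for no effect and no enzyme background for full effect; strong numbers were not always called active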
ER stress rescue – rescue of cells from ER stress-induced death, primary screen, 384-well, CSM14.1, thapsigargin, ATP luminescence (AID 1222). CSM14.1 thapsigargin-induced death rescue, ATP luminescence; higher % means a stronger effect. cellular ATP content (survival), % at 20 µM, or EC50 in µM where a hit was titrated. 190,000 tested, under 10 active;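 active = EC50 below 50 µM in the dose-response confirmation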;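 note: death triggered by thapsigargin at about 15 µM added after 2 h compound pretreatment; cell ATP read after overnight thapsigargin exposure of roughly 18 to 22 hours; normalized against plate controls of thapsigargin alone and 5% DMSO vehicle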
M17LAP inhibition – P. falciparum M17LAP inhibitors, primary screen, biochemical, fluorogenic H-Leu-NHMec substrate, 1536-well (AID 1619); recombinant M17LAP, H-Leu-NHMec fluorogenic kinetic assay; higher % means a stronger effect; inhibition, % at 30 µM, or IC50 in µM where a hit was titrated; 0.38% of 220,000 active;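 active = compound inhibiting the enzyme by more than half at any dose during confirmatory dose-response retesting; inconclusive = strong single-dose inhibitors picked by rank but not retested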;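 note: plate controls were full reaction with DMSO carrier for no effect and no enzyme background for full effect; strong numbers were not always called active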
Active calls of the source: *; i = inactive; ? = inconclusive; . = no result given. Not a hit list; overall some 1.6% were active at least once.

SMILES	Salmonella PhoP GFP	Yfh1-off respiration	SIAH1 antagonists	human PMI inhibitors	West Nile antiviral	XIAP displacement	P. falciparum M1AAP	ER stress rescue	M17LAP inhibition
CCN(CC)S(=O)(=O)c1cc(C(=O)N(C)CC(=O)Nc2ccc(Cl)cc2)ccc1Cl	-24%	i	6%	4%	-1.4%	-0.9%	3%	6.8%	-11%
CCN=C1Sc2nc3ccc(OCC)cc3cc2CN1CCOC	16%	i	5%	11%	-0.5%	-6.3%	7%	2.5%	10%
CCCN1C2CCCC1CC(NC(=O)c1ccccc1)C2 (stereo unspecified)	14%	i	-2%	0%	-0.1%	0.3%	8%	2.6%	-4%
CC1CCN(CCC(=O)Nc2ccccc2)CC1	1%	i	3%	-8%	-0.1%	-3.8%	2%	-1.1%	-7%
CC(=O)N1CCCc2cc(S(=O)(=O)Nc3ccc(C)cc3C)ccc21	3%	i	2%	25%	-1.5%	-8.1%	-2%	-4.0%	12%
COC(=O)c1cccc(N(C(=O)c2cnccn2)C(C(=O)NCc2ccccc2)c2ccco2)c1 (stereo unspecified)	1%	i	0%	-1%	0.1%	0.0%	7%	0.3%	4%
O=C(O)C1CC=CCC1C(=O)NNc1c(Cl)cc(Cl)cc1Cl (stereo unspecified)	-3%	i	2%	-79%	0.6%	-3.6%	1%	0.5%	4%
COCc1cc(=O)[nH]c(SC)n1	-9%	i	0%	.	-0.1%	.	4%	.	2%
COc1cc(NC(=O)CSc2nc3ccccc3n2-c2ccccc2)c(C)cc1[N+](=O)[O-]	9%	i	-11%	-2%	-1.1%	-2.2%	7%	-0.7%	7%
CCN(CC)S(=O)(=O)c1cc(OC)c(Cl)cc1Cl	12%	i	-1%	3%	-0.4%	-5.9%	-2%	-1.5%	-6%
Cc1c(C(=O)O)cccc1-c1ccc(C=O)o1	-24%	i	-6%	-6%	-1.1%	-8.7%	8%	-0.5%	28%
C/C(N)=C(/C#N)C(=O)CSc1nnc(Nc2ccccc2)s1	9%	i	-2%	2%	-0.4%	-5.7%	-2%	-0.3%	36%
COCCCNC(=O)Cn1nnc(-c2ccc(NC(=O)c3ccc(F)cc3)cc2)n1	-10%	i	-3%	6%	-0.3%	-9.8%	1%	-0.4%	-5%
COC(=O)c1ccc(CSc2nc3ccccc3c(=O)n2-c2ccccc2)o1	-6%	i	-2%	4%	0.0%	-7.7%	-7%	4.8%	-11%
CCCCCC[N+](C)(C)CCSSCC[N+](C)(C)CCCCCC	-6%	i	-1%	.	0.0%	.	0%	.	3%
O=C(CCNS(=O)(=O)c1ccc(Br)s1)NCc1ccc(F)cc1	4%	i	5%	4%	0.2%	-4.8%	-2%	-10%	7%
CC(C)C(NS(=O)(=O)c1cccc2nsnc12)C(=O)NCc1ccco1 (stereo unspecified)	11%	i	-1%	.	-0.2%	.	-2%	.	-19%
CCC(C)c1ccc(NC(=S)NCc2ccccn2)cc1 (stereo unspecified)	-2%	i	9%	2%	-0.9%	-1.0%	5%	2.2%	-2%
CNC(=O)CN1C(=O)CSc2ncccc21	-3%	i	0%	-11%	0.5%	-5.7%	2%	-1.4%	-4%
COc1ccc(COC(=O)N/N=C(\C)CC(=O)Nc2ccc(Cl)cn2)cc1	-11%	i	6%	.	-0.3%	.	3%	.	0%
CCc1ccc(C(=O)COC(=O)C(CCSC)NC(=O)c2ccccc2)cc1 (stereo unspecified)	25%	i	-4%	7%	-0.4%	-6.3%	-3%	-3.3%	-1%
CCOc1ccccc1C1CC(c2ccc(Br)cc2)Nc2nc(N)nn21 (stereo unspecified)	12%	i	-5%	6%	?	-10%	6%	.	2%
Cc1cc(Oc2ccccc2)nc(-c2ccccc2)n1	-6%	i	2%	-1%	.	-5.8%	-3%	-0.5%	-5%
CCC(=O)c1ccc(N2CCN(C(=O)c3ccccc3F)CC2)c(F)c1	-7%	i	-1%	14%	-1.5%	-13%	1%	-1.8%	0%
CCCCn1c(SCC(=O)NCc2cccs2)nc2c1c(=O)n(C)c(=O)n2C	1%	i	0%	9%	-0.3%	0.1%	17%	2.1%	0%
SMILES	Salmonella PhoP GFP	Yfh1-off respiration	SIAH1 antagonists	human PMI inhibitors	West Nile antiviral	XIAP displacement	P. falciparum M1AAP	ER stress rescue	M17LAP inhibition
CCOC(=O)C1=C(C)NC(=O)NC1c1ccc(-c2ccccc2F)o1 (stereo unspecified)	-6%	i	2%	3%	-0.7%	-2.8%	-2%	-2.9%	-7%
Cc1cccc(OCC(=O)NC(Cc2c[nH]c3ccccc23)C(=O)O)c1C (stereo unspecified)	4%	i	-7%	1%	0.3%	-10%	8%	-11%	4%
Cc1ccc(-c2cc(C(=O)N3CCc4ccccc4C3)no2)cc1	-1%	i	2%	3%	-0.4%	-1.2%	1%	4.0%	-1%
CN(C)S(=O)(=O)c1cccc(C(=O)OCC(=O)NC2CCCc3ccccc32)c1 (stereo unspecified)	-3%	i	-6%	0%	-0.2%	8.6%	2%	-3.2%	-4%
O=C(CSc1ccc2nnc(-c3cccnc3)n2n1)N1CCOCC1	9%	i	-6%	-4%	0.0%	-1.2%	-2%	-0.9%	-4%
Cc1ccc(NC(=O)C/C(N)=N/O)cc1C	1%	i	-3%	11%	0.2%	-2.7%	-5%	-1.1%	-3%
CCN(CC)S(=O)(=O)c1ccc(N2CCOCC2)c(NCC(=O)Nc2ccc(F)cc2)c1	-4%	i	5%	6%	-0.9%	0.9%	-8%	-1.6%	-5%
COc1ccc(S(=O)(=O)N2CCOCC2)cc1NC(=O)[C@@H]1CCCN1C(=O)c1cccs1	4%	i	7%	2%	-0.1%	-2.5%	3%	1.5%	-2%
COc1ccc(C)cc1NC(=O)CSc1nnc(-c2ccc(C)cc2)o1	8%	i	-5%	-1%	0.4%	-6.0%	-4%	-1.2%	0%
CCOC(=O)C1=C(N)OC2=C(C(=O)CC(C)(C)C2)C1c1ccccc1OC (stereo unspecified)	-9%	i	6%	-10%	-0.2%	-5.9%	11%	3.2%	-2%
Cc1c(C(=O)Nn2cnnc2)oc2ccccc12	-3%	i	-3%	5%	0.1%	1.0%	4%	-2.7%	-2%
Cc1ccc(C)c(C(=O)CN2C(=O)NC3(CCCCCCC3)C2=O)c1	-2%	i	4%	14%	-0.8%	-2.5%	7%	-0.2%	-3%
N#CC1CC(c2ccccc2)=NN1c1ccccc1[N+](=O)[O-] (stereo unspecified)	-6%	i	2%	1%	-0.6%	-4.5%	5%	2.2%	-2%
C1CN(c2nc3nonc3nc2N2CCOCC2)CCO1	.	i	0%	10%	0.4%	-4.8%	.	-1.0%	.
COc1ccc(C(=O)N2c3ccccc3CC2C)cc1OC (stereo unspecified)	0%	i	-2%	-12%	-0.5%	-7.2%	-4%	-0.3%	-3%
COc1ccccc1NC(=S)N1CCC(c2nc3cc(C)c(C)cc3[nH]2)CC1	14%	i	3%	9%	-0.3%	-2.1%	-1%	-3.6%	0%
CO/N=C\C(=N\Nc1ccc(OC)cc1)C(=O)c1ccccc1	-6%	i	2%	13%	-0.2%	-0.6%	18%	-0.8%	3%
CCOC(=O)CCNC(C)C1COc2ccccc2O1 (stereo unspecified)	15%	i	-6%	-5%	0.6%	-3.1%	4%	-0.2%	3%
NC(=O)NC(c1ccccc1)c1cccc2ccccc12 (stereo unspecified)	2%	i	0%	9%	0.1%	-7.5%	1%	-0.7%	-9%
CCOC(=O)c1ccc(S(=O)(=O)N(CCO)Cc2cc3cc(OC)c(OC)cc3[nH]c2=O)cc1	-7%	i	0%	.	0.5%	.	0%	.	4%
COc1ccc(CCNC(=S)Nc2cccc(C)c2)cc1	-4%	i	0%	4%	-0.2%	-1.6%	-5%	-0.3%	13%
Cc1cc(C(F)(F)F)n(-c2nc(C(=O)NNS(=O)(=O)c3ccccc3[N+](=O)[O-])cs2)n1	-16%	i	-6%	-4%	-0.6%	-0.1%	18%	-0.9%	4%
Cc1cc(C(=O)NCC(=O)OC(C(=O)Nc2cc(C(F)(F)F)ccc2Cl)c2ccccc2)ccc1[N+](=O)[O-] (stereo unspecified)	-1%	i	-3%	15%	0.0%	-2.5%	1%	0.2%	-6%
CC(=O)Nc1nc2cc3c(cc2s1)OCO3	-1%	i	6%	4%	-0.1%	-2.0%	2%	-0.9%	-6%
O=C(C[N+]1(CC#Cc2ccccc2)CCCCC1)c1ccc(Cl)cc1	1%	i	2%	-4%	-0.5%	0.2%	4%	-0.1%	-4%
Cc1ccc(Oc2ncc(CN3CCOCC3)s2)cc1	5%	i	3%	-8%	-0.2%	-2.5%	-3%	2.2%	-5%
CCN1CCN(C(=O)c2nn(-c3ccccc3)c(=O)c3ccccc23)CC1	-5%	i	-2%	-6%	-0.3%	1.7%	14%	-0.4%	6%
CC(NS(=O)(=O)c1ccccc1)C(c1cccs1)N1CCN(c2ccccc2)CC1 (stereo unspecified)	6%	i	2%	16%	-0.2%	-3.6%	-1%	-1.6%	5%
COC(=O)c1cc(NC(C)=O)ccc1N1CCOCC1	-1%	i	2%	5%	1.1%	-8.8%	7%	-1.7%	9%

Retrieved one by one from the entries so far (2):
SMILES	Salmonella PhoP GFP	Yfh1-off respiration	SIAH1 antagonists	human PMI inhibitors	West Nile antiviral	XIAP displacement	P. falciparum M1AAP	ER stress rescue	M17LAP inhibition
C1CN(c2nc3nonc3nc2N2CCOCC2)CCO1	.	i	0%	10%	0.4%	-4.8%	.	-1.0%	.
COC(=O)c1ccc(CSc2nc3ccccc3c(=O)n2-c2ccccc2)o1	-6%	i	-2%	4%	0.0%	-7.7%	-7%	4.8%	-11%

Whole records, quoted from the list.
Listed for Cc1ccc(NC(=O)C/C(N)=N/O)cc1C : Salmonella PhoP GFP = 1%; Yfh1-off respiration = i; SIAH1 antagonists = -3%; human PMI inhibitors = 11%; West Nile antiviral = 0.2%; XIAP displacement = -2.7%; P. falciparum M1AAP = -5%; ER stress rescue = -1.1%; M17LAP inhibition = -3%
Listed for C1CN(c2nc3nonc3nc2N2CCOCC2)CCO1 : Salmonella PhoP GFP = .; Yfh1-off respiration = i; SIAH1 antagonists = 0%; human PMI inhibitors = 10%; West Nile antiviral = 0.4%; XIAP displacement = -4.8%; P. falciparum M1AAP = .; ER stress rescue = -1.0%; M17LAP inhibition = .
Listed for O=C(C[N+]1(CC#Cc2ccccc2)CCCCC1)c1ccc(Cl)cc1 : Salmonella PhoP GFP = 1%; Yfh1-off respiration = i; SIAH1 antagonists = 2%; human PMI inhibitors = -4%; West Nile antiviral = -0.5%; XIAP displacement = 0.2%; P. falciparum M1AAP = 4%; ER stress rescue = -0.1%; M17LAP inhibition = -4%

Screening results: PubChem, several laboratories
